# ERAP1 inh: human ERAP1 aminopeptidase inhibitors, primary screen, biochemical, single point, plate reader | 340,000 tested, 0.15% active | recombinant ERAP1, Leu-AMC fluorescence, 60 min | inhibition, % at 10.7 µM | Endoplasmic reticulum aminopeptidase 1 (Homo sapiens), Q9NZ08;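 active = mean replicate inhibition of at least 30%, or all replicates individually reaching that 30% level; inactive = mean below 30% and not every replicate reaching it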;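 also: 0% = neutral control wells and 100% = L-leucinethiol positive control wells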
# Target sequence (Q9NZ08 whole entry, looked up): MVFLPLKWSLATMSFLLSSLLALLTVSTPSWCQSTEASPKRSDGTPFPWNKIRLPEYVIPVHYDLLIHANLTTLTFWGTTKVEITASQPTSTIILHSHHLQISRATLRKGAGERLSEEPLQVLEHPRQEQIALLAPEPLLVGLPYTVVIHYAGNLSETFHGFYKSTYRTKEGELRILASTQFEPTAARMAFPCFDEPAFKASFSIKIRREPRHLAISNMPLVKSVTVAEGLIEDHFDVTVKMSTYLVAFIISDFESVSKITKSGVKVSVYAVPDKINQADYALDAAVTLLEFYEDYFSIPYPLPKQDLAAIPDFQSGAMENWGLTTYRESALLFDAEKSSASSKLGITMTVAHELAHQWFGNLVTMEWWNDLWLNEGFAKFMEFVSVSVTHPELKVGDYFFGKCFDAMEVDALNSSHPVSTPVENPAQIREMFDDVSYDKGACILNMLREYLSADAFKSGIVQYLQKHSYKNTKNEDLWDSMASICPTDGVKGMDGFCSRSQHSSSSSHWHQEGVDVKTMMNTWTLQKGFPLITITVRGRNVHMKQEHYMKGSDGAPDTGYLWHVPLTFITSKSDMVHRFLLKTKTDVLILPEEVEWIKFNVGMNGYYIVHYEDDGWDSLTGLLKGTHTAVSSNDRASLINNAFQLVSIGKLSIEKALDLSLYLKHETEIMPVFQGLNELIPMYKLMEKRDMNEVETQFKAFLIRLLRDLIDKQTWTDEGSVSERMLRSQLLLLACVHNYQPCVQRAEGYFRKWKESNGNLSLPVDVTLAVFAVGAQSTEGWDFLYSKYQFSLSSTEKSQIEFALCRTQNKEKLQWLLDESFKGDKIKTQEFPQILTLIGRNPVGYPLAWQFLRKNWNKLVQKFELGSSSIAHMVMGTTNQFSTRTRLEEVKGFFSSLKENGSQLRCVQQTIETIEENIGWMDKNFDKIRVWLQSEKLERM
# PGC1a acetyl inh: inhibitors of PGC1a acetylation signal, primary screen, cell-based, U2OS, AlphaScreen, inhibitor mode; AlphaScreen anti-acetyl-lysine; with virally co-expressed GCN5 acetyltransferase; inhibition, % at 15.6 µM; 350,000 tested, 0.17% active; AID 651687, 2012;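 active = every replicate shows inhibition of at least 40%; inconclusive = mean inhibition at least 40% but some replicate below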;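 also: 0% = neutral control wells and 100% = positive control wells; some results beyond the cut were filed as inactive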
# FN deposit inh: inhibitors of fibronectin matrix deposition, primary screen, AH1F cells, Alexa488-fibronectin fluorescence, plate reader; inhibition, % at 12.6 µM; 350,000 tested, 0.086% active; AH1F fibroblasts, overnight;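 active = mean inhibition across replicates of 30% or more, regardless of how many single replicates reach that level; inconclusive = mean under 30% yet at least half of replicates reach 30%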;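 also: positive control wells lacked labelled fibronectin entirely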
#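 Material: AH1F fibroblast monolayer depositing Alexa488-labelled fibronectin into matrix | Input: 10000 AH1F cells/well | Medium: DMEM plus 2% serum, read in PBS | Reagent: Alexa488-fibronectin, 24 nM final in well | Compound dosing: One dose per compound, pinned | Schedule: 1 h adhesion, overnight exposure | Measured by: Fluorescence at 485 nm excitation, 525 nm emission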
# EWS-Fli block: EWS/Fli-driven NR0B1 reporter inhibitors, primary screen, A673 cells, NR0B1 luciferase, luminescence, MLPCN library | viability-normalised | inhibition, % at 12.6 µM | 350,000 tested, 0.67% active | AID 651661, 2012;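 active = mean inhibition of at least 50% after viability correction, with every replicate also passing that limit; inconclusive = mean reaches 50% but only one of two replicates passes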;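 also: firefly luciferase signal divided by Alamar Blue viability fluorescence both relative to DMSO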
# S100A4 inh HTS: inhibitors of S100A4-myosin IIA peptide binding, primary screen, biochemical, fluorescence polarization, TAMRA-MyoIIA peptide; AID 652163, 2013; Protein S100-A4 (Homo sapiens), P26447; 360,000 tested, 0.14% active; inhibition, % at 10.7 µM;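 active = mean inhibition of at least 70% across replicates, with every replicate also reaching that level; inconclusive = mean inhibition reaches 70% but some replicates fall short; inactive = mean inhibition below 70%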
# Target sequence (P26447 whole entry, looked up): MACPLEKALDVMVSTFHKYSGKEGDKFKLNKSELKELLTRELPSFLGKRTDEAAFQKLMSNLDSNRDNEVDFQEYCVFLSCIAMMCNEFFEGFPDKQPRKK
#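 Test system – S100A4 monomer (human) · Compound – single-point compound testing · Schedule – 5 min incubation before reading · Probe or stimulus – TAMRA-labelled myosin IIA heavy-chain peptide probe, 5 nM · Benchmarks – neutral control DMSO, positive control TFP · Medium – Calcium-containing HEPES buffer, pH 7.2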
# PAX8 inh HTS: inhibitors of PAX8-driven TPO luciferase reporter, primary screen, RMG-I cells, single concentration; SteadyGlo, 24 h; inhibition, % at 12.6 µM; 360,000 tested, 1.2% active; AID 652154, 2013;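 active = mean replicate inhibition at least 60% with every replicate also reaching 60%; inconclusive = only one of the two criteria is met; inactive = mean below 60% and not all replicates reaching 60%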;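 also: luciferase light reporting Pax8 driven TPO promoter activity; plate controls were median of neutral control wells for no effect and mitoxantrone controls for full effect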
# LGR2 inh: inhibitors of bursicon-induced LGR2 CRE-luciferase signal, primary screen, cell-based, HEK293, CRE-luciferase reporter, bursicon stimulation; Drosophila bursicon receptor LGR2 (rickets); 380,000 tested, 0.35% active; inhibition, % at 9.99 µM; bursicon-stimulated, 4 h;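 active = drop in luminescence signal, shown as inhibition above about 50% in the replicate tests, limit read from the data, passing the limit was not always enough; inconclusive = probably only some replicates passing the limit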;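 also: agonist challenge used bursicon conditioned medium at about half maximal strength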
# PglD inh: C. jejuni PglD acetyltransferase inhibitors, primary screen, biochemical, DTNB colorimetric, single point | purified PglD enzyme, DTNB colorimetric CoA detection | inhibition, % at 12.5 µM | 360,000 tested, 0.098% active; in the data active = inhibition above about 16%, passing the limit was not always enough; inconclusive = no clear call, values can overlap the other calls; also: strong numbers were not always called active
# Numbers without * were called inactive; ? = inconclusive; nt = no result given. Outcome played no part in choosing rows; about 2.1% have a hit in one of these screens.
# The first two entries (preview)
# Values in the order – PAX8 inh HTS, PglD inh, ERAP1 inh, LGR2 inh, PGC1a acetyl inh, FN deposit inh, EWS-Fli block, S100A4 inh HTS
O=C(NCc1ccccc1F)Nc1nnc([C@H]2C[C@H](O)[C@@H](CO)O2)s1
    -13.2, 0.0, 3.7, 0.8, nt, 2.7, -8.9, -0.7
O=C1N[C@@H](c2ccccc2)COCc2cn(nn2)CC[C@@H]1Cc1ccccc1
    -15.2, nt, -0.6, 18.7, nt, -8.9, 5.4, 5.3

# The list itself (from the top)
# Values in the order – PAX8 inh HTS, PglD inh, ERAP1 inh, LGR2 inh, PGC1a acetyl inh, FN deposit inh, EWS-Fli block, S100A4 inh HTS
O=C(NCc1ccccc1F)Nc1nnc([C@H]2C[C@H](O)[C@@H](CO)O2)s1
    -13.2, 0.0, 3.7, 0.8, nt, 2.7, -8.9, -0.7
O=C1N[C@@H](c2ccccc2)COCc2cn(nn2)CC[C@@H]1Cc1ccccc1
    -15.2, nt, -0.6, 18.7, nt, -8.9, 5.4, 5.3
Cc1nn(-c2cc(C(F)(F)F)ccc2Cl)c2nc(C(F)(F)F)[nH]c(=O)c12
    5.8, 6.2, nt, 30.8, -8.8, -11.5, nt, nt
COc1cccc(C(C(=O)NCc2ccccc2)N2CCN(CCN3CCOCC3)CC2)c1OC (centres undefined)
    1.1, nt, -2.0, 19.5, nt, 6.2, -4.1, 5.9
COc1cccc(OC)c1C(=O)Nc1ccccc1C(=O)N1CCCCCC1
    nt, 1.9, 4.6, 8.4, 4.0, 4.4, -6.9, -1.7
O=C(Nc1ccc(Cl)cc1)C1Cc2c(-c3cccc(F)c3)ccnc2O1 (centres undefined)
    -13.1, -3.7, 5.3, 3.5, -4.2, 0.9, 12.1, -1.5
CC(C)NC(=O)N(C)C[C@H]1OCCCC[C@@H](C)Oc2ccc(NC(=O)NC3CCCCC3)cc2C(=O)N([C@@H](C)CO)C[C@H]1C
    31.7, -1.3, 2.2, -0.1, 9.0, -10.3, 0.7, -14.9
COc1ccc(-c2cn(CC[C@H]3CC[C@@H](NC(=O)CCN4CCCCC4)[C@H](CO)O3)nn2)cc1
    -17.0, 12.8, -1.8, -1.5, -0.9, -2.2, 0.8, 2.0
CCN(/N=C/c1ccc(Cl)cc1)c1cc(=O)n(C)c(=O)[nH]1
    -8.3, nt, 10.9, -8.2, nt, -16.5, -11.9, 2.1
O=C(N/N=C/c1ccc2c(c1)OCO2)c1ccc(Cn2cc([N+](=O)[O-])cn2)o1
    35.2, nt, 6.7, -18.3, nt, 2.3, -35.6, 3.0
[O-]/C(=C(\C(=S)Nc1ccc(SC(F)F)cc1)[n+]1ccccc1)c1cc(Cl)ccc1Cl
    3.7, nt, -4.0, -33.2, 2.3, -6.9, -13.6, -3.7
Cc1cccc(C)c1-n1nnnc1C1(C)CCC(=O)N1Cc1ccc(F)cc1 (centres undefined)
    5.2, nt, 2.4, -14.7, nt, -8.8, -2.2, 5.3
CCCSCC(=O)Nc1ncc2c(n1)-c1ccccc1CC2
    -26.7, nt, 1.0, -16.5, ?, 0.3, -25.1, 1.5
C[C@@H]1CCCCO[C@H](CN(C)Cc2ccc(Cl)c(Cl)c2)[C@@H](C)CN([C@@H](C)CO)C(=O)c2cc(NC(=O)C3CCCCC3)ccc2O1
    nt, -7.1, -3.8, 20.5, -16.9, nt, 19.8, -0.6
O=C(NCC(O)c1ccc([N+](=O)[O-])cc1)C(c1ccccc1)c1ccccc1 (centres undefined)
    13.0, -3.6, 0.0, 15.2, nt, -5.0, 5.4, -10.1
O=C1C=C(NCc2ccc3c(c2)OCO3)CC(c2ccccc2)C1 (centres undefined)
    11.8, nt, 0.5, 22.4, nt, 2.7, -4.5, -0.5
O=C(Nc1ccc(F)cc1)N1CCCCN2[C@H](CO)[C@H](c3ccc(C#Cc4ccccn4)cc3)[C@H]2C1
    -53.1, -1.4, 3.3, -7.1, 4.7, nt, -3.0, 86.5*
O=C(CS(=O)CC(=O)Nc1cccnc1)Nc1ccc(F)cc1 (centres undefined)
    -1.4, 4.2, -3.1, 7.2, 5.4, -3.3, -5.8, -4.1
O=[N+]([O-])c1ccc(NCc2ccccc2N2CCC(CO)CC2)nc1
    24.3, -2.3, 2.2, 4.3, nt, 2.2, 13.9, 0.8
COc1cc(C(=O)N2CCN(S(=O)(=O)c3ccc(C)cc3C)CC2)ccc1OCC(=O)N1CCOCC1
    1.4, -0.2, 1.2, -2.7, 9.0, 4.1, -2.1, -2.5
COCCCNC(=O)c1cn(-c2cccc(OC)c2)c(=O)c2ccccc12
    5.6, -5.2, -1.0, 1.4, nt, 0.0, 4.3, -1.5
COc1ccc(NC(=O)c2ccc(-c3ccc(OC)cc3)s2)cc1
    -83.0, nt, -1.1, -73.9, nt, -7.0, -14.7, 1.2
CC(C)CNC(=O)c1ccc2c(c1)C(=O)N(C1CCCCC1)C2=O
    -2.8, -2.0, -1.4, -9.7, 7.8, -6.7, 5.3, 1.6
Cc1ccc(/C=C2\Oc3cc(OC(=O)N4CCOCC4)ccc3C2=O)cc1
    13.0, nt, nt, 4.9, nt, -0.9, 4.1, nt
Cc1ccc(C(=O)Nn2cnnc2)cc1[N+](=O)[O-]
    nt, 0.4, 2.3, 9.8, 4.2, nt, 11.6, -3.1
Cc1cc(N(CN2CCCC2=O)C(=O)c2ccc(F)cc2)no1
    -13.8, -0.8, nt, nt, 44.9, -18.0, nt, nt
O=C(COC(=O)c1cc(=O)[nH]c2ccccc12)NCCc1ccccc1
    -1.6, -3.7, -3.9, -10.2, 7.6, -5.1, 2.6, -4.9
COc1cccc(S(=O)(=O)Nc2ccc3c(c2)OC[C@@H](C)NC[C@H](C)[C@H](OC)CN(C)C3=O)c1
    nt, -0.7, -0.1, 20.3, -4.1, 10.3, -4.0, 1.3
C[C@H](CO)N1C[C@H](C)[C@@H](CN(C)S(C)(=O)=O)Oc2ccc(NC(=O)CCCCCC(=O)Nc3ccccc3N)cc2C1=O
    -17.3, nt, 0.1, -1.9, -3.4, nt, 3.0, 2.9
COc1nc(NCC(C)C)nc(Oc2ccc(=O)n(-c3ccccc3)n2)n1
    10.8, 0.4, 5.6, -8.7, 1.0, 8.5, 2.6, 2.9
C[C@@H]1CN([C@@H](C)CO)C(=O)Cc2cc(NS(=O)(=O)c3cn(C)cn3)ccc2O[C@H]1CN(C)Cc1ccc(-c2ccccc2)cc1
    nt, nt, -0.1, -23.2, 5.8, nt, 36.5, -11.0
CC(=O)N1c2ccc(S(=O)(=O)N3CCC(C(=O)NCc4ccc(N(C)C)cc4)CC3)cc2CC1C (centres undefined)
    -6.1, 4.1, -0.4, -26.1, -0.2, -1.1, 1.4, 3.9
O=C(N/N=C1\CCCc2ccccc21)c1cccc(Br)c1
    -0.2, -0.2, -0.7, -43.1, nt, -0.9, -71.1, -5.3
COc1ccc(CCNC(=O)CCC(=O)NC2CCCC(C)C2C)cc1OC (centres undefined)
    24.5, -2.3, -1.6, -9.6, 8.8, -0.2, 1.4, -1.5
CC(C)c1cn(CC[C@@H]2CC[C@H](NC(=O)C3CCC3)[C@@H](CO)O2)nn1
    -2.5, 9.5, 2.6, -2.6, 6.7, nt, -3.6, 3.7
CC(C)CC#Cc1cnc2c(c1)C(=O)N([C@H](C)CO)C[C@H](C)[C@H](CN(C)Cc1cccc(C(=O)O)c1)O2
    -8.8, nt, 2.4, -5.6, 6.8, 8.1, nt, -10.4
CCOc1ccccc1CNc1ccc(N2CCOCC2)c(C(=O)O)c1
    nt, -11.6, -2.1, -11.6, 8.5, nt, -3.7, -2.2
COC(=O)C(=Cc1ccc(-c2ccsc2C(=O)OC)o1)C(=O)OC
    -74.4, nt, -3.9, nt, -20.1, 9.0, -11.8, 1.1
CC1CCN(S(=O)(=O)c2ccc3c(ccn3CC(=O)O)c2)CC1
    -2.4, -3.8, -0.5, -5.4, -1.8, 4.4, nt, -1.1
CC1CCN(S(=O)(=O)c2ccc(C(=O)NNC(=O)C3CC3)cc2)CC1
    0.2, nt, 8.8, -4.9, 1.9, 3.6, 5.6, 3.8
C[C@@H]1CN([C@H](C)CO)C(=O)Cc2cc(NC(=O)C3CC3)ccc2O[C@@H]1CN(C)S(=O)(=O)c1ccccc1
    8.8, 9.3, -10.5, 4.7, -2.3, nt, -9.0, -11.1
COc1ccc(Cn2cc(CN3CC(N4CCN(Cc5ccccc5F)CC4)CS3(=O)=O)nn2)cc1 (centres undefined)
    3.1, nt, nt, -2.2, nt, 0.6, 0.4, -1.5
C[C@H]1CN([C@@H](C)CO)C(=O)c2cc(C#CCc3ccccc3)cnc2O[C@H]1CN(C)Cc1ccc(C(=O)O)cc1
    -8.2, 0.5, 11.2, -16.2, -1.7, -10.8, -4.2, 2.7
COc1cccc(NC(=O)COC(=O)c2cc(S(=O)(=O)N3CCOCC3)ccc2C)c1
    36.8, 2.1, nt, nt, 2.7, -4.7, nt, nt
COc1cccc(-n2nnnc2SCC(=O)NC2CCCCC2)c1
    -30.5, 7.1, -0.9, -23.4, -3.8, -1.0, -27.3, -2.3
C/C=C/Cn1c(SC)nc2c1c(=O)[nH]c(=O)n2C
    nt, 3.5, nt, nt, 4.7, 6.8, nt, -15.9
CCOC(=O)CSC1=NC(=O)/C(=C/c2ccc(Br)cc2)S1
    -31.2, nt, 1.5, -50.2, 6.5, 2.6, 7.0, 4.1
Cn1c(N)c(C(=O)CCl)c(=O)n(C)c1=O
    -21.9, 1.0, -1.8, -17.7, -2.9, 5.2, -1.1, 0.9
CC(C)NC(=O)C1CCN(C2CCN(Cc3ccc4cccc(F)c4n3)CC2)CC1
    3.0, nt, nt, -18.2, 14.6, -0.6, 5.3, 7.4
CC1CCC(NC(=O)CN2C(=O)NC(C)(C)C2=O)CC1 (centres undefined)
    -11.2, -2.9, 1.8, 13.9, nt, -6.1, -5.1, -0.1
O=C(O)c1cccc(NC(=O)c2cccc(S(=O)(=O)Nc3cccc([N+](=O)[O-])c3)c2)c1
    5.1, -5.0, -13.5, 8.9, -0.4, 3.2, 21.3, -3.4
Cc1noc(C)c1S(=O)(=O)N(C)C[C@@H]1OCCCC[C@H](C)Oc2ccc(NS(C)(=O)=O)cc2C(=O)N([C@@H](C)CO)C[C@H]1C
    nt, 5.2, 1.0, -11.8, 7.1, nt, -15.4, -1.9
Cc1cc2c(=O)oc(-c3ccccc3Br)nc2s1
    -6.7, nt, -3.9, 4.4, nt, -1.6, -7.1, 3.2
O=C(O)CSCC(=O)Nc1ccccc1
    nt, -3.5, -1.5, 2.1, 11.6, nt, 4.2, 0.8
O=C(Nc1ccc(NC(=O)c2cccs2)cn1)c1ccccc1
    -172.9, nt, -3.7, nt, nt, 4.7, -41.4, 3.9
COc1ccc(S(=O)(=O)N2CCCCC2)cc1NC(=O)CCNC(=O)c1ccc(Br)cc1
    -8.0, -5.8, -8.0, -11.3, nt, -2.5, -8.9, -7.9
COc1ccccc1-c1noc(CSc2nc(N)cc(=O)[nH]2)n1
    7.8, 1.6, -2.8, 10.0, 10.3, 7.3, 6.6, -1.2
